West Nile virus CPE = inhibition of WNV-induced cytopathic effect – cell-based, CPE readout (AID 1621); West Nile virus-infected cells, CPE inhibition; higher % means a stronger effect; hit rate 0.02% among 290,000; CPE inhibition, % at 10 µM; hits with a dose series show IC50 in µM; in the data active = a potency from the dose series; inconclusive = CPE inhibition mostly from about 3.7% at the one dose, without a potency; inactive = the rest, 99 in 100 with CPE inhibition below about 2.2%; also: strong numbers were not always called active
Large T inhibition = SV40 large T antigen inhibitors, biochemical (AID 1903) | SV40 large T antigen ATPase/helicase inhibition assay; higher % means a stronger effect | inhibition, % at 20 µM; hits with a dose series show IC50 in µM | hit rate 0.39% among 310,000; in the data active = a potency from the dose series; inconclusive = inhibition mostly from about 32% at the one dose, without a potency; inactive = the rest, 99 in 100 with inhibition below about 32%; also: strong numbers were not always called active
UTI89 phage lysis = protection from phage-mediated lysis, alamar blue read-out – E. coli UTI89, K1F phage, bacterial capsule biogenesis inhibitors (AID 488966); E. coli UTI89 K1F phage lysis, alamar blue, 2 h; higher % means a stronger effect; one-dose inhibition, % at 100 µM; IC50 in µM for titrated hits; hit rate 0.02% among 340,000;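 active = phage lysis inhibition, versus mean bacterial control, above a set limit; inconclusive = no clear call, values can overlap the other calls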;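 also: capsule biogenesis inhibitors block K1F phage lysis so surviving cells raise fluorescence; higher fluorescence means more inhibition of phage lysis; actives were called in the ten point dose series up to 300 µM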
Dengue-2 NS5 capping = Dengue-2 NS5 methyltransferase inhibitors, primary screen, biochemical, confirmation dose response (AID 588689); Dengue-2 NS5 methyltransferase capping enzyme assay, biochemical; higher % means a stronger effect; one-dose inhibition, % at 25 µM; IC50 in µM for titrated hits; hit rate 0.3% among 340,000; in the data active = a potency from the dose series; inconclusive = inhibition above about 29% without an active follow-up result
CSM14.1 death rescue = rescue of cells from ER stress-induced death, primary screen, 384-well, CSM14.1, thapsigargin, ATP luminescence (AID 1222); CSM14.1 thapsigargin-induced death rescue, ATP luminescence; higher % means a stronger effect; 190,000 tested, under 10 active; one-dose cellular ATP content (survival), % at 20 µM; EC50 in µM for titrated hits;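 active = EC50 below 50 µM in the dose-response confirmation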;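 also: death triggered by thapsigargin at about 15 µM added after 2 h compound pretreatment; cell ATP read after overnight thapsigargin exposure of roughly 18 to 22 hours; normalized against plate controls of thapsigargin alone and 5% DMSO vehicle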
WT yeast gro inh = growth inhibition of WT yeast, mitochondrial fusion screen; mitochondrial fusion phenotypic screen, WT strain; hit rate 2.1% among 190,000; inhibition, % at 10 µM; AID 1362; in the data active = inhibition above about 58%; tested in S. cerevisiae
XIAP displacement = small molecules displacing peptide from XIAP – biochemical, IAP family, fluorescence polarization (AID 1018). XIAP BIR domain, fluorescence polarization peptide displacement; higher % means a stronger effect. displacement, % at 20 µM; hits with a dose series show IC50 in µM. hit rate 0.007% among 200,000; in the data active = displacement above about 50%; also: a part of the inactive calls stands beside numbers as strong as those of hits
RSV CPE inhibition = inhibition of RSV-induced cytopathic effect – HEp-2 cells, primary 10 µM value included (AID 2391). HEp-2 cells, RSV-induced CPE inhibition; higher % means a stronger effect. CPE inhibition, % at 10 µM, or IC50 in µM where a hit was titrated. hit rate 0.13% among 310,000; in the data active = a potency from the dose series; inconclusive = CPE inhibition mostly from about 23% at the one dose, without a potency; inactive = the rest, 99 in 100 with CPE inhibition below about 21%; also: strong numbers were not always called active
Yfh1-depleted yeast = mitochondrial function rescue without frataxin homolog – Friedreich's ataxia, plus single-dose screen, dose response (AID 1465); S. cerevisiae Yfh1-off respiration, WST-1 reduction, 72 h; higher fold induction means a stronger effect; fold induction at 50 µM, or EC50 in µM where a hit was titrated; hit rate 0.074% among 220,000;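 active = fold induction of absorbance versus untreated yeast above a set limit, then at least 30% activation at any dose in follow-up; inconclusive = repeats straddling the limit, or above it without dose testing; inactive = fold induction below the set limit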;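 also: activators that raise dye reduction in frataxin-depleted yeast; strong numbers were not always called active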
WT yeast gro inh mutant strain = second read-out of WT yeast gro inh, no call of its own (marks repeat the call); inhibition, %; mitochondrial fusion phenotypic screen, mutant strain inhibition
Dengue-2 NS5 capping pilot replicate = second read-out of Dengue-2 NS5 capping, no call of its own (marks repeat the call); inhibition, %; measured here: pilot screen replicate inhibition
Starred values were filed as active, the others as inactive; [ ] = dose if it differs, or a comment. This is a random part of the collection; overall some 2.2% were active at least once.

Results for CCOC(=O)C1(Cc2cccc(OC)c2)CCN(Cc2cccc3c2OCO3)CC1 ?
West Nile virus CPE: -1.8%; Large T inhibition: 5%; UTI89 phage lysis: -0.3%; Dengue-2 NS5 capping: -10%; CSM14.1 death rescue: 0.6%; WT yeast gro inh: 16; XIAP displacement: -4.0%; RSV CPE inhibition: -2.3%; Yfh1-depleted yeast: inactive; WT yeast gro inh mutant strain: 2

What do the screens show for `Cc1c(NC(=S)NC(=O)C(C)(C)C)cccc1[N+](=O)[O-]`?
West Nile virus CPE: -1.0%; Large T inhibition: 4%; UTI89 phage lysis: 0.2%; Dengue-2 NS5 capping: 2%; CSM14.1 death rescue: -1.0%; WT yeast gro inh: 32; XIAP displacement: -9.0%; RSV CPE inhibition: -0.4%; Yfh1-depleted yeast: inactive; WT yeast gro inh mutant strain: 1

How did Cc1cc2nc(-c3cccc(NC(=O)c4ccc(Br)o4)c3C)oc2cc1C do in these assays?
West Nile virus CPE: 0.5%; Large T inhibition: 4%; UTI89 phage lysis: 1.7%; Dengue-2 NS5 capping: -3%; CSM14.1 death rescue: -2.9%; WT yeast gro inh: 20; XIAP displacement: -4.7%; RSV CPE inhibition: 2.2%; Yfh1-depleted yeast: inactive; WT yeast gro inh mutant strain: 3

Results for Cc1cccc(S(=O)(=O)c2c(N)n(Cc3ccco3)c3nc4ccccc4nc23)c1 ?
West Nile virus CPE: inconclusive; Large T inhibition: 26%; UTI89 phage lysis: 0.3%; Dengue-2 NS5 capping: -5%; CSM14.1 death rescue: 0.1%; WT yeast gro inh: 15; XIAP displacement: -18%; RSV CPE inhibition: 1.6%; Yfh1-depleted yeast: inactive; WT yeast gro inh mutant strain: 16

Results for CC1(NC(=S)Nc2ccc3ccccc3c2)CCS(=O)(=O)C1 (stereo not drawn) ?
West Nile virus CPE: 0.3%; Large T inhibition: 9%; UTI89 phage lysis: 0.7%; Dengue-2 NS5 capping: -10%; RSV CPE inhibition: -2.2%; Yfh1-depleted yeast: inactive

How did CCOC(=O)c1sc2nccc(N(C)C)c2c1N=CN(C)C do in these assays?
West Nile virus CPE: 0.1%; Large T inhibition: 7%; UTI89 phage lysis: 0.8%; Dengue-2 NS5 capping: -7%; CSM14.1 death rescue: 6.5%; WT yeast gro inh: 7; XIAP displacement: -16%; RSV CPE inhibition: -0.2%; Yfh1-depleted yeast: inactive; WT yeast gro inh mutant strain: 5

Results for Cc1nn2c(-c3ccc(Cl)cc3)ccnc2c1-c1ccccc1 ?
West Nile virus CPE: -0.2%; Large T inhibition: 21%; UTI89 phage lysis: 0.0%; Dengue-2 NS5 capping: 0%; CSM14.1 death rescue: -2.3%; WT yeast gro inh: 11; XIAP displacement: -13%; Yfh1-depleted yeast: inactive; WT yeast gro inh mutant strain: 18

Results for NC(=O)[C@H](Cc1cc2ccccc2s1)NC(=O)[C@@H]1CC2(CC(c3cccc(NC(=O)[C@@H]4CCC(=O)N4)c3)=NO2)CN1C(=O)c1ccccc1 (stereo partly drawn) ?
West Nile virus CPE: 0.0%; Large T inhibition: 6%; UTI89 phage lysis: 1.6%; Dengue-2 NS5 capping: -6%; CSM14.1 death rescue: -0.9%; WT yeast gro inh: 0; XIAP displacement: -2.1%; RSV CPE inhibition: 0.3%; Yfh1-depleted yeast: inactive; WT yeast gro inh mutant strain: 5

How did COc1ccc(-c2cc(CCCC(=O)NCCc3cc(OC)ccc3OC)no2)cc1 do in these assays?
Large T inhibition: 6%; UTI89 phage lysis: 1.8%; Dengue-2 NS5 capping: -2%; CSM14.1 death rescue: 2.7%; XIAP displacement: -4.1%; RSV CPE inhibition: 0.3%

How did CNC(=S)/N=C/NOCc1ccc(Cl)cc1Cl do in these assays?
West Nile virus CPE: -1.2%; Large T inhibition: 3%; UTI89 phage lysis: inactive; Dengue-2 NS5 capping: 2%; CSM14.1 death rescue: -1.1%; WT yeast gro inh: 62*; XIAP displacement: -8.2%; RSV CPE inhibition: 11%; Yfh1-depleted yeast: inactive; WT yeast gro inh mutant strain: 58*

Results for Cc1nn(C)cc1S(=O)(=O)Nc1ccc(F)c(F)c1 ?
West Nile virus CPE: 0.3%; Large T inhibition: 5%; UTI89 phage lysis: 1.1%[50 µM]; Dengue-2 NS5 capping: -4%; RSV CPE inhibition: 1.5%

What do the screens show for `Cc1ccc(Cn2ncc3c(NCCN(C)C)ncnc32)cc1`?
West Nile virus CPE: 0.4%; Large T inhibition: 21%; UTI89 phage lysis: -0.1%; Dengue-2 NS5 capping: 1%; RSV CPE inhibition: 0.1%

How did Cc1ccc(S(=O)(=O)N2CCN(CC(=O)N/N=C/c3ccco3)CC2)cc1 do in these assays?
West Nile virus CPE: -0.2%; Large T inhibition: 14%; UTI89 phage lysis: 1.2%; Dengue-2 NS5 capping: -2%; CSM14.1 death rescue: -0.3%; WT yeast gro inh: -3; XIAP displacement: -1.4%; RSV CPE inhibition: 1.1%; Yfh1-depleted yeast: inactive; WT yeast gro inh mutant strain: 4

What do the screens show for `CC(Sc1nnc(NC(=O)c2cc3ccccc3oc2=O)s1)c1ccccc1` (stereo not drawn)?
West Nile virus CPE: 0.1%; Large T inhibition: -4%; UTI89 phage lysis: -1.0%; Dengue-2 NS5 capping: -3%; WT yeast gro inh: -29; XIAP displacement: -9.4%; RSV CPE inhibition: 2.9%; Yfh1-depleted yeast: inactive; WT yeast gro inh mutant strain: -6

What do the screens show for `O=C(CNS(=O)(=O)c1cccc(Cl)c1)OCc1csc(-c2ccccc2)n1`?
West Nile virus CPE: -0.2%; Large T inhibition: 43%; UTI89 phage lysis: -4.3%; Dengue-2 NS5 capping: -7%; CSM14.1 death rescue: -0.7%; WT yeast gro inh: 5; XIAP displacement: -9.4%; RSV CPE inhibition: 2.0%; Yfh1-depleted yeast: inactive; WT yeast gro inh mutant strain: -17

How did CC(=O)Nc1ccc(S(=O)(=O)N2CCN(C(=O)c3ncoc3-c3cccc(F)c3)CC2)cc1 do in these assays?
West Nile virus CPE: 0.3%; Large T inhibition: -5%; UTI89 phage lysis: 0.0%; Dengue-2 NS5 capping: 0%; RSV CPE inhibition: 1.4%

How did COc1ccc(/C=C/C(=O)Oc2ccc(C)c(C)c2)cc1OC do in these assays?
West Nile virus CPE: -0.1%; Large T inhibition: 5%; UTI89 phage lysis: 0.0%; Dengue-2 NS5 capping: -1%; CSM14.1 death rescue: -1.1%; WT yeast gro inh: 17; XIAP displacement: -7.9%; RSV CPE inhibition: 2.5%; Yfh1-depleted yeast: inactive; WT yeast gro inh mutant strain: 27

How did CN(C)CCCNc1c(C(=O)O)cnc2c1cnn2C do in these assays?
West Nile virus CPE: -0.1%; Large T inhibition: 1%; CSM14.1 death rescue: -1.9%; WT yeast gro inh: -15; XIAP displacement: -0.4%; Yfh1-depleted yeast: inactive; WT yeast gro inh mutant strain: -9

Results for CC(C)(C)c1cc(C(=O)NN)n(Cc2ccc(F)cc2)n1 ?
West Nile virus CPE: -0.5%; Large T inhibition: 10%; UTI89 phage lysis: 0.3%; Dengue-2 NS5 capping: -4%; RSV CPE inhibition: 0.3%; Yfh1-depleted yeast: inactive

How did Cc1ccc(N(CC(=O)NC(C)C)C(=O)CCC(=O)Nc2ccccn2)cc1 do in these assays?
West Nile virus CPE: -0.5%; Large T inhibition: 4%; UTI89 phage lysis: -1.7%; Dengue-2 NS5 capping: -4%; RSV CPE inhibition: 1.1%

How did CCCCN1C(=O)C(=O)N(CC(=O)c2ccc[nH]2)C1=O do in these assays?
Large T inhibition: 8%; UTI89 phage lysis: 0.2%[50 µM]; Dengue-2 NS5 capping: 6%; RSV CPE inhibition: 19%

Results for Cc1ccc(NS(=O)(=O)c2ccc3c(c2)oc(=O)n3C)cc1 ?
West Nile virus CPE: -0.8%; Large T inhibition: 7%; UTI89 phage lysis: 0.3%; Dengue-2 NS5 capping: -7%; RSV CPE inhibition: 2.5%; Dengue-2 NS5 capping pilot replicate: 4.9

What do the screens show for `Cc1cc(C)cc(N(CC(=O)NCc2cccnc2)S(C)(=O)=O)c1`?
West Nile virus CPE: -0.3%; Large T inhibition: 9%; UTI89 phage lysis: 0.1%; Dengue-2 NS5 capping: -4%; CSM14.1 death rescue: -0.9%; WT yeast gro inh: 1; XIAP displacement: -7.4%; RSV CPE inhibition: -1.1%; Yfh1-depleted yeast: inactive; WT yeast gro inh mutant strain: 6

Results for O=c1[nH]c2cc(Br)cnc2nc1/C=C(\O)c1ccc(F)cc1 ?
West Nile virus CPE: 0.2%; Large T inhibition: 1%; UTI89 phage lysis: -0.2%; Dengue-2 NS5 capping: 6%; CSM14.1 death rescue: -2.4%; WT yeast gro inh: -9; XIAP displacement: -1.2%; RSV CPE inhibition: 1.0%; Yfh1-depleted yeast: inactive; WT yeast gro inh mutant strain: -15

How did O=C(NCC1CCCO1)c1ccc(Cl)c(S(=O)(=O)N2CCOCC2)c1 (stereo not drawn) do in these assays?
West Nile virus CPE: 0.3%; Large T inhibition: -2%; UTI89 phage lysis: 0.1%; Dengue-2 NS5 capping: 1%; RSV CPE inhibition: 1.5%

Results for COc1ccccc1N1CCN(Cc2cc(=O)c(OCC(=O)Nc3ccccc3)co2)CC1 ?
Large T inhibition: 12%; UTI89 phage lysis: -0.4%[50 µM]; Dengue-2 NS5 capping: -10%; RSV CPE inhibition: 0.2%

What do the screens show for `COc1ccccc1N1CCN(C(=O)c2cccc(N3C(=O)C4C5C=CC(C5)C4C3=O)c2)CC1` (stereo not drawn)?
West Nile virus CPE: 0.1%; Large T inhibition: 11%; UTI89 phage lysis: 2.2%; Dengue-2 NS5 capping: -5%; RSV CPE inhibition: 0.4%

How did O=C(NCC(c1cccs1)N1CCOCC1)c1ccccc1NS(=O)(=O)c1ccc(Cl)c([N+](=O)[O-])c1 (stereo not drawn) do in these assays?
West Nile virus CPE: -1.1%; Large T inhibition: 20%; UTI89 phage lysis: -0.6%; Dengue-2 NS5 capping: >100µM*; CSM14.1 death rescue: 7.5%; WT yeast gro inh: 14; XIAP displacement: -1.2%; RSV CPE inhibition: 3.0%; Yfh1-depleted yeast: inactive; WT yeast gro inh mutant strain: -2

How did Cn1c(=O)c2c(nc(SCC(=O)Nc3ccccc3)n2C)n(C)c1=O do in these assays?
West Nile virus CPE: -0.2%; Large T inhibition: -1%; UTI89 phage lysis: 5.0%; Dengue-2 NS5 capping: 1%; WT yeast gro inh: -6; XIAP displacement: -6.4%; RSV CPE inhibition: -0.4%; Yfh1-depleted yeast: inactive; WT yeast gro inh mutant strain: -14

Compound activity: PubChem, several laboratories
